mcGAS inh = inhibitors of mouse cGAS; Q8C6L5; recombinant cGAS, Kinase-Glo ATP depletion luminescence; inhibition, % at 12.5 µM; actives 0.15% (n = 160,000);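 further: 0% = negative control wells and 100% = reference inhibitor with no enzyme activity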
hcGAS lum = inhibitors of human cGAS; Q8N884; actives 0.081% (n = 290,000); recombinant h-cGAS, ATP depletion, Kinase-Glo luminescence; inhibition, % at 12.5 µM;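 further: 0% = vehicle reaction and 100% = reaction without DNA for no activity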
Target sequence (Q8N884 whole entry, looked up): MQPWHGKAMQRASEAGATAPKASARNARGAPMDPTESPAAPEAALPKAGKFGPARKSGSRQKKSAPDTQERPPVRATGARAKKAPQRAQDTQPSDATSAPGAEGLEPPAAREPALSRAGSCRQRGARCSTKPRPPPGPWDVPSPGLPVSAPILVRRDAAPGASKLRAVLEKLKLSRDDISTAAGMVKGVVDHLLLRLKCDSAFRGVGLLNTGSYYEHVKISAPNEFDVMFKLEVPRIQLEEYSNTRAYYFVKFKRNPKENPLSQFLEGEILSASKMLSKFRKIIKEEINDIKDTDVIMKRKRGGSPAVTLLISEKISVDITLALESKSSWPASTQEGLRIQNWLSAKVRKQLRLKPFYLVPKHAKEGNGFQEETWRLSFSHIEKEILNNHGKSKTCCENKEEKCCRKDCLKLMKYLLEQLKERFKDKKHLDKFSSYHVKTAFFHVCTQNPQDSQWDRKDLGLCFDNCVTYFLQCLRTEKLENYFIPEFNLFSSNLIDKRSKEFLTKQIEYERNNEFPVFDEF
NPYLR7 agonist = mosquito NPYLR7 agonism | HEK293T NPYLR7/Galpha15, GCaMP6s calcium fluorescence | actives 0.15% (n = 270,000) | activation, % at 10 µM | AID 1259423; in the data active means activation above about 40%;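 further: 0% = vehicle and 100% = reference agonist at the receptor; some compounds past the cut are filed as inactive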
The depositor's hits bear a star; · = no result given; & = joins results of further samples. Unless noted, no stated cut-off is given here; in the data, active means inhibition above about 40%; inactive means the rest. Rows were taken by chance; overall some 0.27% were active at least once.

canonical_smiles,mcGAS inh,hcGAS lum,NPYLR7 agonist
CCCC(=O)Nc1cc(-c2ccc(OC)nn2)ccc1C,·,-5,1
O=C(c1ccccc1Cl)N(CC(=O)N1CCc2sccc2C1COc1ccccc1F)CC1CCCO1 (stereo unspecified),-4,-3,-2
CCCCN1C(CC(C)C)=NS(=O)(=O)c2cc(NC(=O)c3cccc(F)c3)ccc21,·,-1,17
Cc1cc(C)c(CNC(=O)c2ccc(C)c(NC(=O)C3CC3)c2)c(C)c1,·,-5,-4
Cc1nc2ccc(Cl)cn2c(=O)c1NC(=O)c1cccc(F)c1,·,-15,2
CCOc1ccc(N2C(=O)CSC2c2ccc(NC(=O)CCl)cc2)cc1 (stereo unspecified),-7,-9,·
CN=c1scc(-c2ccccc2F)n1N=Cc1ccc(O)c(O)c1O,-11,-23,31
COc1ccc(CN2CCCC2)cc1Oc1ncc(C(F)(F)F)cc1Cl,·,2,0
CC(C)NC(=O)CCNC(=O)Nc1cccc(-c2ccsc2)c1,·,-7,19
C=C1c2ccccc2C(=O)N1CC(=O)NC(C)c1cc(C)ccc1C (stereo unspecified),·,-12,-19
Cc1nc(C(=O)N2CCc3c(cc(-c4cccc(F)c4)c(=O)n3CCN3CCCCC3)C2)cs1,-13,2,11
CCOC(=O)N1CCC(NCc2noc(-c3ccc4c(c3)OCO4)n2)CC1,-16,-5,3
Cc1nc(C(C)Nc2ccc(-c3nccn3C)nn2)n[nH]1 (stereo unspecified),·,-4,1
Cc1ccc(-n2nc(-c3ccc([N+](=O)[O-])cc3)cc2C(=O)N2CCN(c3cccc(C(F)(F)F)c3)CC2)c(C)c1,-3,1,-2
COCCNC(=O)Cn1nc(-c2ccc(OC)cc2)c2sc(C)nc2c1=O,-8,0,0
CCCC(C)NC(=O)Cn1cnc2cc(F)ccc2c1=O (stereo unspecified),-7,-4,-3
O=C(NCCCl)NCc1nnnn1-c1ccc(F)cc1,·,-10,4
Cc1ccccc1CC(=O)NCCc1ccc(OC(C)C)cc1,-8,-7,13
Cc1cccc(OC2CCN(Cc3cn[nH]c3C(=O)O)CC2)c1,·,-4,-10
C=CCn1cnnc1SCC(=O)NC(=O)Nc1ccc(C)c(C)c1,·,3,12
Cc1ccc(CN(Cc2ccc(F)cc2)C(=O)CN(CCN2CCOCC2)S(=O)(=O)c2ccc(Cl)c([N+](=O)[O-])c2)o1,-4,-3,1
CN(Cc1cnn(-c2ccccc2)c1)C(=O)c1cccc(S(=O)(=O)N2CCCCC2)c1,5,4,4
COC(=O)C(CCSC)NC(=O)c1cc(Cl)ccc1OC1CCN(C(C)=O)CC1 (stereo unspecified),·,-5,2
CCOc1cc(CNC(CC)CO)ccc1OCC(=O)Nc1cccc(C(F)(F)F)c1 (stereo unspecified),·,-3,-6
OCCN=C1CCc2c1[nH]c1ccc(C3CCCCC3)cc21,·,-6,2
COc1ccccc1N1CCN(c2ccc(NC(=O)c3ccc(C)c([N+](=O)[O-])c3)cc2C(=O)NC2CC2)CC1,-6,-9,0
COC(=O)C1CCN(C(=O)Nc2cccc(-c3ncco3)c2)CC1,·,-9,10
Cc1cc(=O)[nH]c2c1c(=O)[nH]n2C1CCCCCC1,·,-1,1
CC(=O)N1CCN(C(=O)c2cccc(Br)c2O)CC1,·,-6,10
O=c1cc(-c2cc(Cl)cc3c2OCOC3)oc2ccc(F)cc12,·,-4,21

Following part:
canonical_smiles,mcGAS inh,hcGAS lum,NPYLR7 agonist
Cc1nc(Nc2nc3ccccc3o2)nc(C)c1C,·,-6,-4
CC(C)[C@H](NS(=O)(=O)c1cccc(C(F)(F)F)c1)C(=O)Nc1nccs1,-13,-5,3
CC(=O)N1CCN(C(=O)c2coc(CN(Cc3cccc(F)c3)Cc3cccc(C(F)(F)F)c3)n2)CC1,-5,1,20
CCc1ccc(C(=O)Nc2c(-c3ccc(OC)cc3)nc3ccc(C)cn23)cc1,-7,-3,-4
CC(C)OCCS(=O)(=O)N(Cc1ccccc1)c1ccncc1,·,-5,2
CC(C)=CCN1CCCC(Cn2ccnc2C)C1 (stereo unspecified),-12,-5,4
C#CCN(CC1CCCO1)C(=O)Nc1ccccc1SC1CCCC1 (stereo unspecified),-13,-5,10
Cc1cc(NCc2ccc3c(c2)OCCCO3)c(C#N)c(C)n1,·,-4&-7,9&0
CN1CCN(Cc2ccccc2Oc2ncccc2C(F)(F)F)CC1,-16,-6,-1
COc1ccc(-c2nc(-c3ccccc3F)cs2)cc1OC,-3,4,3
CCOC(=O)c1[nH]ncc1CN1CCC2(CCCN(CCCc3ccccc3)C2)C1 (stereo unspecified),-9,-5,-1
CC1(C)CC2CC(C)(CN2S(=O)(=O)c2cccc(C(=O)OCC(=O)C(C)(C)C)c2)C1 (stereo unspecified),·,-4,16
O=C(COc1coc(CN2CCc3ccccc32)cc1=O)N1CCCCCC1,-7,-4,4
O=C(c1ccc(F)cc1)N(Cc1nccn1Cc1ccccc1C(F)(F)F)CC1CC1,-12,-11,21
CCOCCCN(CC(=O)N1CCc2sccc2C1c1ccccc1)S(=O)(=O)c1ccc(OC)cc1 (stereo unspecified),-5,-2,2
N=c1sc(-c2ccccc2)nn1Cc1cccc2cccnc12,·,5,1
Cc1nn(-c2ccc(Nc3ccc(NC(=O)Cc4ccccc4)cc3)nn2)c(C)c1C,-5,-2,0
CC(=NNC(N)=O)C1CCCCCCCCCCC1,·,-7,0
CC(=O)N1CCN(C(=O)CCNC(=O)NC2CCCCC2C)CC1 (stereo unspecified),-9,-7,0
CCCCSc1nnc2c(n1)OC(/C=C/c1ccccc1[N+](=O)[O-])Nc1ccccc1-2 (stereo unspecified),4,-4,0
COc1ccccc1OCC(=O)N1CCC(Oc2nc3c(C)cccc3s2)CC1,·,-9,-1
O=C(CC(c1ccccc1)c1ccc(Cl)cc1)NCCN1CCOCC1 (stereo unspecified),·,-4,4
COC(=O)c1ccc(NC(=O)c2cnn(-c3ccccc3)c2)c(C)c1,·,2,-1
CC(C)n1c(C(=O)O)cc(Br)c1Br,-12,-13&-3,4&0
CCOCCCN1C(=O)C(=Cc2c(N3CCCCC3)nc3c(C)cccn3c2=O)SC1=S,·,-4,5
CC(=O)N1CCC(C(=O)NC(c2ccccc2)C2CCCCC2)CC1 (stereo unspecified),·,0,-24
C=CCOC(CN1CCN(C(=O)CCC(C)C)CC1)c1cccc(OC)c1 (stereo unspecified),-7,-4,·
Cc1ccc(CN(Cc2ccccc2)C(=O)CN(C(=O)c2ccc(C(F)(F)F)cc2)C(C)C)o1,-4,-2,-4
COc1c(N2C[C@@H]3CCCN[C@@H]3C2)c(F)cc2c(=O)c(C(=O)O)cn(C3CC3)c12,·,-2,-6
COC(=NS(=O)(=O)c1ccc(Cl)cc1)c1ccccc1,-5,-6,-2

A draw from above in order of heavy-atom count, lowest first.
canonical_smiles,mcGAS inh,hcGAS lum,NPYLR7 agonist
COc1ccc(-c2nc(-c3ccccc3F)cs2)cc1OC,-3,4,3
CC(C)OCCS(=O)(=O)N(Cc1ccccc1)c1ccncc1,·,-5,2
C#CCN(CC1CCCO1)C(=O)Nc1ccccc1SC1CCCC1 (stereo unspecified),-13,-5,10
O=C(CC(c1ccccc1)c1ccc(Cl)cc1)NCCN1CCOCC1 (stereo unspecified),·,-4,4
O=C(c1ccc(F)cc1)N(Cc1nccn1Cc1ccccc1C(F)(F)F)CC1CC1,-12,-11,21
Cc1ccc(CN(Cc2ccccc2)C(=O)CN(C(=O)c2ccc(C(F)(F)F)cc2)C(C)C)o1,-4,-2,-4

The listing continues.
canonical_smiles,mcGAS inh,hcGAS lum,NPYLR7 agonist
C#CCn1c(O)c(N=NC(=O)C2CC2(c2ccccc2)c2ccccc2)c2ccccc21 (stereo unspecified),-5,-7,0
COc1nccnc1-c1cccc(C(=O)O)c1,-10,-8,2
O=C(CSc1ccc2c(c1)OCCO2)Nc1ccc(-n2cnnn2)cc1,·,-10,2
c1ccc(-c2cc3c(Nc4cccnc4)nccc3[nH]2)cc1,-2,1,-6
O=C(c1ccc(Cl)c(Cl)c1)N1CCCC(OCc2cccnc2)C1 (stereo unspecified),-5,-10,22
CSc1ncc(CN2CC3(CCNCC3)CCC2=O)n1C,1,1,·
CC(Nc1ccc(C(=O)N2CCC(Oc3cccnc3)CC2)cn1)c1ncc[nH]1 (stereo unspecified),·,8,2
CCSc1nc(N2CCOCC2)c2cnn(CCNC(=O)c3cc4ccccc4o3)c2n1,-7,0,0
Cc1ccccc1CCC(=O)N1CCN(C(=O)c2ccsc2)CC1,·,-6,4
CCCNC(=O)C1(C)CCN(Cc2cc(-c3ccccc3)nn2C)C1 (stereo unspecified),·,2,1
CCCn1c(=O)c2c(nc3n2CCN3c2cc(C)cc(C)c2)n(C)c1=O,-7,-4,8
O=C(c1cc2c(=O)n3ccccc3nc2s1)N1CCOCC1,·,-5&-13,10&8
Cn1cc(CN2CCC(C(=O)NC(c3ccc(Cl)cc3)c3ccccn3)CC2)c2ccccc21 (stereo unspecified),-2,-3,7
Cc1noc(C2CCCN(C(=O)Nc3ccc4c(c3)OC(C)(C)O4)C2)n1 (stereo unspecified),·,-7,5
Oc1ccc(C2=CCN(c3ncnc4ccccc34)CC2)cc1,·,-5,6
CCOC(=O)N1CCN(C(=O)CCc2cc3c(n2-c2ccc4ncsc4c2)-c2ccc(OC)cc2CC3)CC1,1,8,2
CC(C)(C)c1nc(CN2CCN(S(=O)(=O)c3ccc4c(c3)CCCC4)CC2)no1,·,-5,8
CSc1nc2ccc3nc(Nc4nc5cc6c(cc5s4)OCO6)sc3c2s1,-9,-8,2
O=c1c2ccccc2c(-c2ccc(F)cc2)nn1CC(O)COCc1cccs1 (stereo unspecified),·,-7,6
Cc1nc(N2CCN(Cc3cc(=O)n4ccsc4n3)CC2)c2c(C)c(C)sc2n1,·,-7,3
Cc1cc2c(cc1C)NC(CC(=O)NCC(C)C)C(=O)N2 (stereo unspecified),-12,-7,-11
O=C(CN1C(=O)CCC1=O)NCC1CCN(S(=O)(=O)C2CC2)CC1,·,5,-10
COCCN1CCN(Cc2nnnn2-c2c(C)cccc2C)CC1C (stereo unspecified),·,-9,3
CC(=NNC(=O)NC1CCCCC1)c1ccc(Cl)s1,-7,-8,0
CSCCN(C)C(=O)NCc1nccn1C,-16,-8,5
CC(=O)Nc1c(C)nc2ccc(Cl)cn2c1=O,·,-12,4
Cc1c(S(=O)(=O)N2CCC(Cc3ccccc3)CC2)c(=O)n(C)c(=O)n1C,-4,-6,2
Cc1cc(C)n2nc(SCC#N)nc2n1,·,-2,1
Cc1sc2ncc(C(=O)N3CCCC4(CNC(=O)O4)C3)c(=O)n2c1C (stereo unspecified),·,-3,5
Cc1ccc(F)cc1NC(=O)N1CC(=O)N2CCc3ccc(Cl)cc3C2C1 (stereo unspecified),-7,-7,-3

Other results follow.
canonical_smiles,mcGAS inh,hcGAS lum,NPYLR7 agonist
CC1CCN(Cc2nc(NCCN(C)C)c3c4c(sc3n2)CCC4)CC1,·,-2,9
O=C(c1ccc(Cl)cc1Cl)N1CCCC(OCc2cccc(Cl)c2)C1 (stereo unspecified),-3,0,-4
CCc1cc(CN(C)Cc2ccc3c(C)cc(=O)oc3c2)on1,-16,-5,-8
Cc1nn(S(=O)(=O)N2CCOCC2)c(C)c1Br,·,-7,18
O=C(Cn1cncn1)Nc1ccc(Cl)cc1OCC(F)(F)F,·,-10,4
Cc1ccc(C(=O)Nc2ccnn2-c2ccc(Cl)cc2)c(=O)[nH]1,·,-9,12
COc1ccc2nc(-c3cccc(NS(=O)(=O)c4cccc(Cl)c4)c3)cn2n1,-9,-8,-8
Cc1ccc(C)c(NC(=O)CN(C)C(=O)Cn2cccn2)c1,·,-16,0
Cc1nc(N(C)C)nc(N(C)Cc2ccoc2)c1C,·,-6,9
Cc1cccc(Cn2c(=O)c(C(=O)N3CCCC3)nn(-c3ccc(Cl)cc3)c2=O)c1,-4,-3,10
CCCN(CC(=O)Nc1cc(C(C)(C)C)nn1-c1ccc(OC)cc1)C(=O)/C=C/c1ccc([N+](=O)[O-])cc1,-5,-1,23
COc1cc(C(=O)Nc2ccc(Cl)c(-c3nc4cc(Cl)ccc4o3)c2)cc(OC)c1OC,-7,-4,20
COc1ccccc1N1CCN(C(=O)c2cc(-c3ccco3)nn2-c2ccc(Cl)cc2)CC1,2,4,-11
COc1ccc(CCC(=O)Nc2ccc(-n3cc[nH]c3=O)cc2)cc1OC,-1,3,-5
Cn1c(C(=O)N2CCCCC2)cc2c(=O)n3ccccc3nc21,·,-7,-2
CCOC(=O)C1(CCCCCCOc2ccc(Cl)cc2)CO1 (stereo unspecified),·,-1,-6

Source: PubChem BioAssay
